Assay outcomes (PubChem BioAssay)
3T3 cytotox: kills NIH 3T3 cells; actives 4.3% (n = 94,000); AID 1345082; NIH 3T3 viability, CellTiter-Glo ATP luminescence, 48-72 h; Potency, µM (doses to about 96.7 µM), inactives show at the highest dose activity change, negative = cytotoxicity, usual class: inhibitors; also: potency is read from the fitted curve at half-maximal effect; nearly all actives have a fitted effect of over 55% in size
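Cytotoxicity is measured as loss of cellular ATP: NIH 3T3 cells (400/well) are exposed to compound for 48 or 72 hr at 37 °C, then CellTiter-Glo luminescence is imaged after 10 min at room temperature.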
IP6K1 inhibitor: IP6K1 kinase inhibition | IP6K1 kinase, ADP-Glo luminescence, 2 h; active compounds read low | activity change, % (series mostly up to about 58 µM) | actives 0.81% (n = 140,000) | AID 1645851; in the data active = activity change below about -25%
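ADP-Glo luminescence measures ADP made by human IP6K1 during a 2 h RT reaction with ATP/IP6 (mix at 1.3 mM/130 uM); top library doses 57.5 and 19.1 uM final.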
SNCA expr inhib: SNCA gene expression inhibition | AID 1671194 | HEK-293 SNCA-luciferase knock-in, luminescence, 24 h | Potency, µM (doses to about 57.2 µM), inactives show at the top dose activity change, negative = inhibition, hits mostly inhibitors | actives 0.17% (n = 140,000);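 also: potency is read from the fitted curve at half-maximal effect; plate controls were DMSO cells for no effect and cell-free wells for full effect; nearly all actives have a fitted effect of over 45% in size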
FLuc inh: Photinus pyralis luciferase inhibition; AID 1347043; actives 2.5% (n = 76,000); P08659; Potency, µM (series often up to 115 µM), for inactives: at the highest dose activity change, negative = inhibition, actives largely listed as inhibitors; purified P. pyralis luciferase, luminescence, biochemical; also: potency is read from the fitted curve at half-maximal effect; nearly all actives have a fitted effect of over 65% in size
Target sequence (P08659 whole entry, looked up): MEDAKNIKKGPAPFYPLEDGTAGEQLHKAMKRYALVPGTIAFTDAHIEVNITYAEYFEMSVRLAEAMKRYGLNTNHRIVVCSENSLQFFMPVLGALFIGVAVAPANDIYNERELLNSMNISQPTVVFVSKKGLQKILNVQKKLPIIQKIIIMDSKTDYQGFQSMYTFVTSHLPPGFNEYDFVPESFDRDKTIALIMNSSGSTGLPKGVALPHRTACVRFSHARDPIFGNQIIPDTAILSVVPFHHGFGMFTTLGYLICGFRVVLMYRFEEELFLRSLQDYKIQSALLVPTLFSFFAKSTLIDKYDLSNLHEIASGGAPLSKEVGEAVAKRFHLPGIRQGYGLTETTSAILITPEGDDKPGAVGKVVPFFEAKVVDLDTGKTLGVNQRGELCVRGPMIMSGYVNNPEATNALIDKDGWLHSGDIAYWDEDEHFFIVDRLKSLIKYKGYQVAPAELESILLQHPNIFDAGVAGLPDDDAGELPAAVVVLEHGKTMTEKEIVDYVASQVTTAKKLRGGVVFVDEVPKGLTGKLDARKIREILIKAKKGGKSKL
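Purified 10nM P. pyralis luciferase with 10uM D-luciferin and 10uM ATP in 50mM Tris acetate pH 7.5, 10mM Mg acetate, 0.01% Tween-20, 0.05% BSA. qHTS titration; luminescence read by CCD imager.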
GPT2 inh: GPT2 alanine aminotransferase inhibition; Q8TD30; Recombinant GPT2, coupled pyruvate oxidase/HRP Amplex Red fluorescence; Potency, µM (series often up to 57.7 µM), for inactives: top-dose activity change, negative = inhibition, actives largely listed as inhibitors; actives 0.25% (n = 100,000); also: potency is read from the fitted curve at half-maximal effect; nearly all actives have a fitted effect of over 60% in size; many of its hits are not listed in these tables
Target sequence (Q8TD30 whole entry, looked up): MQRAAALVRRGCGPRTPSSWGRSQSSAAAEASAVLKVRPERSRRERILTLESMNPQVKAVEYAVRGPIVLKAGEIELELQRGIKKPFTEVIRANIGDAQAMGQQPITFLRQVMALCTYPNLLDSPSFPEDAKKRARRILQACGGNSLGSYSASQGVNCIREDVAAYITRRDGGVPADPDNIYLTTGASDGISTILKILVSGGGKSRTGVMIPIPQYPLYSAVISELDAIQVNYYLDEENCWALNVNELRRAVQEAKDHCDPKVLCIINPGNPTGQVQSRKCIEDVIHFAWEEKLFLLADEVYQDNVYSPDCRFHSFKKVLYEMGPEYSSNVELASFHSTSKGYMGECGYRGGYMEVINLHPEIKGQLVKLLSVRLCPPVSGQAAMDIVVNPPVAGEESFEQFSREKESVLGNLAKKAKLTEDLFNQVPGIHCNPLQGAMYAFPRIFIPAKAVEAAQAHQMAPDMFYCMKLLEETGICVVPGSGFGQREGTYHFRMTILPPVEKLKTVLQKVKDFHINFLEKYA
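Recombinant GPT2 (10ng/uL) with 250uM a-KG and 2mM L-alanine, 30 min at room temperature, in HEPES pH 7.5 buffer. Pyruvate detected by pyruvate oxidase/HRP/Amplex Red fluorescence after 30 min in the dark; AOA (50uM) as positive control.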
SNCA viab count: cell viability loss counter-screen | HEK-293-SNCA-luc viability, GF-AFC fluorescence, 24 h | Potency, µM (top dose mostly 57.1 µM), inactives show at the highest dose activity change, negative = cytotoxicity, actives largely listed as cytotoxic | actives 0.12% (n = 150,000) | AID 1671193;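 also: potency is read from the fitted curve at half-maximal effect; 0% = DMSO-treated cells and -100% = medium-only wells without cells; nearly all actives have a fitted effect of over 30% in size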
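HEK-293-SNCA-luc cells (1500/well) plated 24 h, then exposed 24 h to a dilution series; GF-AFC added 30 min at 37C, fluorescence 405/540 nm; normalised to medium-only and DMSO wells, Hill fit.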
HEK293 tox: kills HEK 293 cells. Potency, µM (series often up to 115 µM), without a hit: top-dose activity change, negative = cytotoxicity, actives largely listed as inhibitors. AID 1345083. HEK 293 viability, ATP luminescence (CellTiter-Glo), 48-72 h. actives 6.6% (n = 94,000); also: potency is read from the fitted curve at half-maximal effect; nearly all actives have a fitted effect of over 60% in size
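HEK 293 seeded at 250 cells/well receive compound via pintool. After 48 or 72 hr at 37 degree Celsius, 5% CO2 and 95% humidity, CellTiter-Glo is dispensed and luminescence read following 10 min at room temperature.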
* = called active by the depositor; i = inactive; ? = inconclusive; · = not tested or not shown; [ ] = another dose, or the depositor's remark. Unless noted, calls follow the shape of the dose curve; as a rule, active = well fitted curve in the direction sought with a large enough effect; inconclusive = small, poorly fitted or top-dose-only effect, or another doubt; inactive = no such curve, though single readings can be large; an effect the other way counts as inactive or inconclusive. Unless noted, % is scaled to controls: 0 for no effect and ±100 for the full control effect.

SMILES | 3T3 cytotox | IP6K1 inhibitor | SNCA expr inhib | FLuc inh | GPT2 inh | SNCA viab count | HEK293 tox
Cc1ncccc1C(=O)N1C[C@@H](COc2ccccc2)[C@H](C(N)=O)C1 | -8% | -1 | -5% | 5% | i | 2% | -14%
CCCCNC(=O)c1cc(NC(=O)CC)cc2nc(C)ccc12 | i | 12 | -25% | -2% | -12% | -1% | 1%
O=C(NCCc1ccccc1)N1CCC2(CC1)CC(OCC1CC1)CCO2 (centres undefined) | 3% | 4 | 19% | 4% | 2% | 4%[12.5 µM] | -4%
CC(C)(C)n1nnnc1C1CC2(CCOCC2)C(=O)N1Cc1ccco1 (centres undefined) | -14% | 10 | 0% | -7% | i | 3% | -10%
CCc1ccc(C(=O)c2cn(CC(=O)Nc3ccc(OC)cc3OC)c3ccc(CC)cc3c2=O)cc1 | · | 7 | -11% | · | · | 3% | ·
COc1cccc(CN2CCOC3(CCN([S+](=O)([O-])c4c(C)noc4C)CC3)C2=O)c1 | 20µM* | -3 | -27% | -4% | 4% | 4% | -26%
Cc1nc2c(C(=O)NCCc3ccccc3)c[nH]n2c(=O)c1Cc1ccc(F)cc1Cl | · | 4 | 16% | · | · | 4% | ·
Cc1ccc(NC(=O)c2nnn3c2COC(c2ccc(F)cc2)C3)c(Br)c1 (centres undefined) | i | 0 | 104%[activator] | 0% | 3% | 1% | 3%
COc1ccc(C2CC(=O)c3c(C)nc(N4CCN(C=O)CC4)nc3C2)c(OC)c1 (centres undefined) | · | -2 | -23% | · | · | -2% | ·
COCCNC(=O)c1c(C)nc2cnccn12 | -23%[138 µM] | 14 | · | · | · | · | -14%[172 µM]
O=C(N1CCC2(CCCCO2)CC1)C1(c2ccccc2)CC1 | -7% | 13 | -3% | 3% | 4% | 1% | -12%
O=C(c1cccnc1)N1CCCCCCn2c(nnc2-c2ccc(F)cc2)CC1 | -14% | -7 | 0% | 2% | i | 2% | -4%
O=C(NCc1cccs1)C1CCN(C(=O)c2ccc(-c3cncnc3)cc2)CC1 | -12% | -3 | · | · | · | · | -1%
CCC(=O)N1CCCCCCNC(=O)CC1c1ccccc1 (centres undefined) | -15% | 10 | 3% | -14% | -9% | 2% | -13%
Cc1sc2c(c1C)c(=O)n(-c1ccc(Cl)cc1)c(=O)n2Cc1c(F)cccc1Cl | · | 17 | ? | · | · | 4% | ·

Of the compounds above, these have a thiophene ring, fused or not.
SMILES | 3T3 cytotox | IP6K1 inhibitor | SNCA expr inhib | FLuc inh | GPT2 inh | SNCA viab count | HEK293 tox
O=C(NCc1cccs1)C1CCN(C(=O)c2ccc(-c3cncnc3)cc2)CC1 | -12% | -3 | · | · | · | · | -1%
Cc1sc2c(c1C)c(=O)n(-c1ccc(Cl)cc1)c(=O)n2Cc1c(F)cccc1Cl | · | 17 | ? | · | · | 4% | ·

Carrying on:
SMILES | 3T3 cytotox | IP6K1 inhibitor | SNCA expr inhib | FLuc inh | GPT2 inh | SNCA viab count | HEK293 tox
CC(C)c1ccc(CN2CCCC3(CCN(C(=O)c4ccnn4C)C3)C2)cc1 (centres undefined) | -27% | -3 | -8% | 2% | i | 4% | 40µM*
COc1ccc(CNC[C@H]2COCc3nc4cc(C(F)(F)F)ccc4n32)cn1 | -21%[138 µM] | -12 | -19%[87.6 µM] | 11%[172 µM] | -4%[88.5 µM] | 0%[87.6 µM] | -15%[172 µM]
CN(C)C(=O)[C@]12CCCC[C@@H]1N(CCc1ccccc1)C(=O)CC2 | -7% | -7 | 20% | -5% | i | 5% | -12%
COc1cc(F)ccc1-c1cc(C(=O)NCc2cccnc2)c2c(c1)ncn2C | ? | -4 | -8%[87.6 µM] | 4%[172 µM] | i | -2%[87.6 µM] | -23%[172 µM]
CN1CCCC2(CCN(C(=O)Cc3cccc4ccccc34)C2)C1=O (centres undefined) | -18% | 9 | 10% | 1% | i | 5% | -13%
O=C(CSc1nc(-c2ccc(F)cc2)cc(C(F)(F)F)n1)NCc1ccccc1 | · | 12 | 24% | · | · | -10% | ·
COc1ccc(C(=O)N[C@@H]2CCC[C@@H]2C(=O)NCCCN2CCOCC2)cc1 | i | -5 | ? | -1% | 3% | -3% | 2%
Cc1cccc(C(=O)NCCc2noc(C3CC3)n2)c1 | -12% | 7 | 6% | -17% | -3% | 3% | -5%
Cc1cccc(-c2nc3c4ccccc4nc(NCc4ccccc4Cl)n3n2)c1 | · | -27* | 90%[activator] | · | · | 4% | ·
NC(=O)C1CCN(c2csc3ccc(F)cc3c2=O)CC1 | · | -3 | 49%[activator] | · | · | -1% | ·
CCCn1c(C)cnc1CC1CCCN(S(=O)(=O)c2cn(C)cn2)C1 (centres undefined) | -14% | 3 | -9% | 1% | ? | -1% | -4%
CN(C)c1cc(NC(=O)CNC(C)(C)C)c(O)c2c1C[C@@H]1C[C@H]3[C@H](N(C)C)C(=O)C(C(N)=O)=C(O)[C@@]3(O)C(=O)C1=C2O | · | 12 | 3% | · | i | 0% | ·
CC(C)c1noc(C2CCCN(Cc3cn(C(C)C)c4ccccc34)CCC(=O)NCC2)n1 (centres undefined) | ? | 16 | -22% | -5% | i | -4% | 40µM*
Cc1cc(C)c2oc(C(=O)Nc3c(C(=O)c4ccccc4)oc4ccccc34)cc(=O)c2c1 | · | 28 | 62%[activator] | · | · | 11% | ·
CC(C)N1C[C@H](O)C[C@H]1c1nnc2n1CCN(C(=O)c1cccn1C)C2 | -14% | -8 | 22% | -7% | i | -3%[12.5 µM] | -3%
O=C(c1n[nH]c2c1CCCCCC2)N1CCc2c(nc3cc(-c4ccccc4)[nH]n3c2=O)C1 | -7% | 54 | -1% | -17% | i | 12% | -10%
CNC(=O)c1noc([C@@H]2CC(F)(F)CN2C(=O)CCC2CCCC2)n1 | i | 3 | 22% | -1% | -9% | -3% | i
COCCCn1c(C)cnc1C1CCN(C(=O)NCc2ccc(C)cc2)C1 (centres undefined) | -29% | 0 | 10% | -14% | i | -8% | -25%
CCOC(=O)Cn1c(=O)oc2cc(S(=O)(=O)N3CCN(c4cccc(C)c4)C(C)C3)ccc21 (centres undefined) | · | -1 | -10% | · | · | -2% | ·
Cc1cnc(-c2ccncc2)n1CCNC(=O)NCc1ccc(F)cc1 | -4% | -3 | 18% | 7% | 3% | -16% | i
CN(C)C(=O)C1CN(C(=O)Nc2ccccc2F)CC12CCOCC2 (centres undefined) | -14% | -3 | 2% | 3% | -9% | 5% | -3%
CCn1ncc(NC(=O)Cn2ncc3cc(-c4ccccc4F)ccc32)n1 | -67% | -3 | 14% | -30% | -5% | -23% | -64%
CC(=O)N[C@H]1CO[C@H]2[C@@H]1OC[C@@H]2Nc1nccc(-c2cccc(F)c2)n1 | -28%[174 µM] | -8 | ? | -5%[172 µM] | 4%[88.5 µM] | 3%[87.6 µM] | ?
Cc1cc(-c2ccc(C)c(S(=O)(=O)NC3CCCCC3)c2)on1 | · | -3 | 10% | · | · | -13% | ·
COc1cc(-c2onc(C)c2C(=O)NCCCCc2ccccc2)cc(OC)c1OC | ? | -4 | -1% | -1% | -1% | -1% | 89µM*
CCCNC(=O)N1CCC(c2noc(COCCOC)n2)CC1 | 4% | 9 | -28% | 7% | i | 1% | i
CC(C)c1cccc(NC(=O)Cn2nc3n(c2=O)CCCCC3)c1 | 1% | 0 | ? | 2% | i | 1% | 6%
CC1CCC2(C)C(CC(O)C(O)C23CO3)C1(C)CCC1=CC(O)OC1=O (centres undefined) | · | 9 | · | · | i | -5% | ·
Cc1ccc(S(=O)(=O)N(C)Cc2ccc(F)cc2)cc1 | ? | -12 | 7%[87.6 µM] | 2%[172 µM] | i | -11%[87.6 µM] | ?
N#Cc1c(C(F)(F)F)cc(-c2cccs2)nc1SCc1ccccc1F | · | -7 | -17% | · | · | 2% | ·

Shown with each value named: 2 of the compounds above.
> COCCCn1c(C)cnc1C1CCN(C(=O)NCc2ccc(C)cc2)C1 (centres undefined)
  3T3 cytotox = -29%
  IP6K1 inhibitor = 0
  SNCA expr inhib = 10%
  FLuc inh = -14%
  GPT2 inh = i
  SNCA viab count = -8%
  HEK293 tox = -25%
> O=C(c1n[nH]c2c1CCCCCC2)N1CCc2c(nc3cc(-c4ccccc4)[nH]n3c2=O)C1
  3T3 cytotox = -7%
  IP6K1 inhibitor = 54
  SNCA expr inhib = -1%
  FLuc inh = -17%
  GPT2 inh = i
  SNCA viab count = 12%
  HEK293 tox = -10%

Reprinted at random: six entries already listed.
SMILES | 3T3 cytotox | IP6K1 inhibitor | SNCA expr inhib | FLuc inh | GPT2 inh | SNCA viab count | HEK293 tox
COCCCn1c(C)cnc1C1CCN(C(=O)NCc2ccc(C)cc2)C1 (centres undefined) | -29% | 0 | 10% | -14% | i | -8% | -25%
CC(C)c1cccc(NC(=O)Cn2nc3n(c2=O)CCCCC3)c1 | 1% | 0 | ? | 2% | i | 1% | 6%
Cc1cnc(-c2ccncc2)n1CCNC(=O)NCc1ccc(F)cc1 | -4% | -3 | 18% | 7% | 3% | -16% | i
CCOC(=O)Cn1c(=O)oc2cc(S(=O)(=O)N3CCN(c4cccc(C)c4)C(C)C3)ccc21 (centres undefined) | · | -1 | -10% | · | · | -2% | ·
COc1cc(-c2onc(C)c2C(=O)NCCCCc2ccccc2)cc(OC)c1OC | ? | -4 | -1% | -1% | -1% | -1% | 89µM*
CC(=O)N[C@H]1CO[C@H]2[C@@H]1OC[C@@H]2Nc1nccc(-c2cccc(F)c2)n1 | -28%[174 µM] | -8 | ? | -5%[172 µM] | 4%[88.5 µM] | 3%[87.6 µM] | ?

Next part:
SMILES | 3T3 cytotox | IP6K1 inhibitor | SNCA expr inhib | FLuc inh | GPT2 inh | SNCA viab count | HEK293 tox
COc1ccc(CNc2ncnc3c2CN(C2CCCNC2)C(=O)CN3C)cc1 (centres undefined) | i | 5 | 2% | · | -16% | 10% | i
c1cc2c(cc1CN1CCCC1)CNCCO2 | -25% | -9 | -7% | -1% | -21% | -10% | ?
O=C1NC(=NC2CCCC2)C2(CCCN([S+](=O)([O-])c3cccs3)C2)N1c1cccnc1 (centres undefined) | -20% | -5 | -3% | · | i | 5% | -5%
CC(C)OCCCNC(=O)C1CC(=O)N(c2n[nH]c3cccc(F)c23)C1 (centres undefined) | -7% | -8 | 25% | -1% | 0% | 0% | -22%
Cc1cc2nn(-c3ccc(Cl)cc3)nc2cc1NC(=O)C(C)C | · | -6 | 55%[activator] | · | · | -5% | ·
COc1ccc(C(=O)N2CCC3(CC2)N(c2ccccc2)C(=O)CS3(=O)=O)cc1F | -7% | 13 | 7% | · | -2% | 12% | -7%
CCn1c(C)c(C)c2cc(C(=O)NCCCN3CCCCC3C)ccc21 (centres undefined) | · | -5 | ? | · | · | -6% | ·
CCOC(=O)c1ccccc1NC(=O)NCc1cccn1Cc1ccc(F)cc1 | · | 41 | -19% | · | · | 0% | ·
COc1ccc(-c2noc(-c3nc(-c4cccnc4)no3)n2)cc1OC | i | 7 | -6% | 14% | i | 11% | 10%
O=c1c(=O)n(-c2ccc(F)c(F)c2)ccn1Cc1ccc(F)cc1Cl | · | 1 | ? | · | · | -4% | ·
